High-throughput results: PubChem BioAssay, National Center for Advancing Translational Sciences (NCATS)
pAkt inh: Akt phosphorylation inhibition | actives 0.32% (n = 360,000) | Neuro2A IGF-stimulated pAkt S473 HTRF, 20 min; active compounds read low | activity change, % for hits at 50 µM; in the data active = activity change below about -80%; inconclusive = mostly about -51% to -80%; also: % is scaled to controls: 0 for no effect and ±100 for the full control effect
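Single-point screen (50 µM final compound) in Neuro2A cells stimulated 20 min with 6 nM IGF at 37 deg C. After lysis, Ser473-phosphorylated Akt read by HTRF (ex 330 nm, em 615/665 nm) as the 665/615 ratio.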
Abeta yeast res: A-beta toxicity reversal in yeast. yeast expressing A-beta42, growth rescue, OD600, 48 h; response scale: 0% DMSO, 100% iron-clioquinol control. Potency, µM (doses to about 46.1 µM), for the others: at the highest dose growth rescue, usual class: activators. actives 0.063% (n = 410,000). AID 1347071; active = well fitted activation curve with a large enough effect; inconclusive = small, poorly fitted or top-dose-only effect; inactive = no such curve, though single readings can be large or run the other way; also: potency is read from the fitted curve at half-maximal effect; nearly all actives have a fitted effect of over 55% in size
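Yeast A-beta toxicity model in growth medium with pinned compounds, 48 h at 30 C; growth read as absorbance at 600 nm. Normalized to FeCl3/clioquinol equimolar mix (positive) and DMSO (negative).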
* = called active by the depositor; i = inactive; ? = inconclusive.

SMILES,pAkt inh,Abeta yeast res
COc1ccc(C(C(=O)Nc2c(C)cccc2C)n2c(=O)c(-c3ccccc3)nc3ccccc32)cc1 (stereo unspecified),i,-5%
CCOC(=O)[C@]12CCCC=C1N(CCc1ccc(OC)c(OC)c1)C(=O)[C@H](CC(=O)N1CCSCC1)C2,i,1%
Cc1cccc(-c2ccc([N+](=O)[O-])cc2CN2CCN(c3ncc(Cc4ccccc4)cn3)CC2)c1,i,-5%
CC(C)(C)NC(=O)C(c1ccccc1F)n1c(=O)c(-c2ccco2)nc2ccccc21 (stereo unspecified),i,-4%
CO[C@@H]1CN(C)C(=O)c2ccc(NC(C)=O)cc2OC[C@@H](C)N(C(=O)NC2CCCCC2)C[C@H]1C,i,-3%
Cc1ccc(CN2C(=O)CSCC2(C)C(=O)NC(C)C)cc1 (stereo unspecified),i,-4%
CC(C)(C)N1C(=O)c2ccccc2NC(=O)C1C(=O)NCc1ccco1 (stereo unspecified),i,-1%
CC1(c2nnnn2C2CCCC2)CCC(=O)N1c1ccc2c(c1)OCCO2 (stereo unspecified),i,-3%
COC(=O)C(C(=O)OC)c1ccccc1NS(=O)(=O)c1ccc(C)cc1,i,1%
C[C@H](NC(=O)C[C@@H]1CC[C@H]2[C@@H](COC[C@H](O)CN2Cc2ccc(C(F)(F)F)cc2)O1)c1ccccc1,i,5%
Cn1cc([C@]2(O)C(=O)Nc3ccc(Br)cc32)c2ccccc21,i,7%
Cc1cccc(S(=O)(=O)N[C@@H]2CC[C@@H](CCNS(=O)(=O)c3ccccc3F)O[C@@H]2CO)c1,i,-3%

As a working copy, 2 of the compounds above:
SMILES,pAkt inh,Abeta yeast res
COc1ccc(C(C(=O)Nc2c(C)cccc2C)n2c(=O)c(-c3ccccc3)nc3ccccc32)cc1 (stereo unspecified),i,-5%
CCOC(=O)[C@]12CCCC=C1N(CCc1ccc(OC)c(OC)c1)C(=O)[C@H](CC(=O)N1CCSCC1)C2,i,1%

Continued.
SMILES,pAkt inh,Abeta yeast res
CCCCNC(=O)C(NC(=O)c1ccc(C(F)(F)F)cc1)C(=O)c1ccccc1 (stereo unspecified),i,-3%
CC(C)(C)NC(=O)C(c1ccnc2ccccc12)n1c(=O)c(-c2ccco2)nc2ccccc21 (stereo unspecified),i,8%
CC1(C(=O)Nc2ccc3c(c2)OCCO3)CSCC(=O)N1CCOc1ccccc1 (stereo unspecified),i,15%
CCC(=O)N[C@@H]1CC[C@@H](CCNC(=O)Nc2ccc(F)cc2)O[C@@H]1CO,i,-12%
CCc1ccc(N2C=C(C(=O)OC)C(c3ccc(OC)cc3)C(C#N)=C2N)cc1 (stereo unspecified),i,2%
CCOC(=O)C1=CCN(S(=O)(=O)c2ccccc2C)C1c1cccc(Cl)c1 (stereo unspecified),i,10%
CCNC(=O)C[C@@H]1CC[C@@H]2NC[C@@H](O)COC[C@H]2O1,i,-2%
Cc1cccc(S(=O)(=O)N2C[C@@H](O)COC[C@@H]3O[C@H](CC(=O)NCCCN4CCOCC4)CC[C@H]32)c1,i,0%
COC(=O)C[C@@H]1CC[C@@H](NC(=O)Nc2cc(F)ccc2F)[C@@H](CO)O1,i,7%
COc1ccc(OC)c(CN2C(=O)CSCC2(C)C(=O)Nc2c(C)cccc2C)c1 (stereo unspecified),i,-5%
CC1(c2nnnn2C2CCCCC2)CCC(=O)N1Cc1ccc2c(c1)OCO2 (stereo unspecified),i,4%
CCC(c1nc2ccccc2[nH]1)n1c(-c2ccc3ccccc3c2)nc2ccccc21 (stereo unspecified),i,1%

Given with values under each structure: part of the list above.
Fields: pAkt inh	Abeta yeast res
CC(C)(C)NC(=O)C(c1ccccc1F)n1c(=O)c(-c2ccco2)nc2ccccc21 (stereo unspecified)
    i	-4%
CO[C@@H]1CN(C)C(=O)c2ccc(NC(C)=O)cc2OC[C@@H](C)N(C(=O)NC2CCCCC2)C[C@H]1C
    i	-3%
Cc1ccc(CN2C(=O)CSCC2(C)C(=O)NC(C)C)cc1 (stereo unspecified)
    i	-4%
CC(C)(C)N1C(=O)c2ccccc2NC(=O)C1C(=O)NCc1ccco1 (stereo unspecified)
    i	-1%
CC1(c2nnnn2C2CCCC2)CCC(=O)N1c1ccc2c(c1)OCCO2 (stereo unspecified)
    i	-3%
COC(=O)C(C(=O)OC)c1ccccc1NS(=O)(=O)c1ccc(C)cc1
    i	1%
C[C@H](NC(=O)C[C@@H]1CC[C@H]2[C@@H](COC[C@H](O)CN2Cc2ccc(C(F)(F)F)cc2)O1)c1ccccc1
    i	5%
Cn1cc([C@]2(O)C(=O)Nc3ccc(Br)cc32)c2ccccc21
    i	7%
Cc1cccc(S(=O)(=O)N[C@@H]2CC[C@@H](CCNS(=O)(=O)c3ccccc3F)O[C@@H]2CO)c1
    i	-3%
CCCCNC(=O)C(NC(=O)c1ccc(C(F)(F)F)cc1)C(=O)c1ccccc1 (stereo unspecified)
    i	-3%
CC(C)(C)NC(=O)C(c1ccnc2ccccc12)n1c(=O)c(-c2ccco2)nc2ccccc21 (stereo unspecified)
    i	8%
CC1(C(=O)Nc2ccc3c(c2)OCCO3)CSCC(=O)N1CCOc1ccccc1 (stereo unspecified)
    i	15%
CCC(=O)N[C@@H]1CC[C@@H](CCNC(=O)Nc2ccc(F)cc2)O[C@@H]1CO
    i	-12%
CCc1ccc(N2C=C(C(=O)OC)C(c3ccc(OC)cc3)C(C#N)=C2N)cc1 (stereo unspecified)
    i	2%
CCOC(=O)C1=CCN(S(=O)(=O)c2ccccc2C)C1c1cccc(Cl)c1 (stereo unspecified)
    i	10%
CCNC(=O)C[C@@H]1CC[C@@H]2NC[C@@H](O)COC[C@H]2O1
    i	-2%
Cc1cccc(S(=O)(=O)N2C[C@@H](O)COC[C@@H]3O[C@H](CC(=O)NCCCN4CCOCC4)CC[C@H]32)c1
    i	0%
COC(=O)C[C@@H]1CC[C@@H](NC(=O)Nc2cc(F)ccc2F)[C@@H](CO)O1
    i	7%
COc1ccc(OC)c(CN2C(=O)CSCC2(C)C(=O)Nc2c(C)cccc2C)c1 (stereo unspecified)
    i	-5%
CC1(c2nnnn2C2CCCCC2)CCC(=O)N1Cc1ccc2c(c1)OCO2 (stereo unspecified)
    i	4%
CCC(c1nc2ccccc2[nH]1)n1c(-c2ccc3ccccc3c2)nc2ccccc21 (stereo unspecified)
    i	1%

Other entries
SMILES,pAkt inh,Abeta yeast res
COc1ccc2c3c(n(C(=O)OC(C)(C)C)c2c1)C1CC=C(COC(C)=O)CN1CC3 (stereo unspecified),i,-9%
COC(=O)[C@]12CCCCC=C1N(CCc1ccc(OC)c(OC)c1)C(=O)[C@H](CC(=O)NCc1cccs1)C2,i,-4%
CC(C)c1cn(CC[C@@H]2CC[C@@H](NC(=O)C3CCCCC3)[C@@H](CO)O2)nn1,i,-8%
Cc1ccc(CN2C(=O)CSCC2(C)C(=O)NCc2ccccc2)cc1 (stereo unspecified),i,-5%
COC(=O)[C@]12CCCCC=C1N(Cc1ccc3c(c1)OCO3)C(=O)[C@H](CC(=O)N1CCN(C(=O)C3CC3)CC1)C2,i,-8%
O=C(NCC(F)(F)F)C1C(=O)Nc2ccccc2C(=O)N1C1CCCC1 (stereo unspecified),i,-4%
CCC(CC)C(C(=O)NCc1ccccc1)N1CCN(c2cccc(C)c2C)CC1 (stereo unspecified),i,3%
COc1ccc(-n2nnnc2C2(C)CCC(=O)N2Cc2ccccc2)cc1 (stereo unspecified),i,9%
COc1cccc(C(C(=O)NCc2ccccc2)N2CCN(c3ccccc3F)CC2)c1OC (stereo unspecified),i,16%
CCOC(=O)[C@]12CCCC=C1N(Cc1ccccc1)C(=O)[C@H](CC(=O)NCc1ccccc1)C2,i,-1%
COC(=O)C[C@@H]1C=C[C@H](NC(=O)c2cnccn2)[C@@H](CO)O1,i,-12%
COC(=O)[C@@]12C[C@@H](CC(=O)NCCC(C)C)C(=O)N(CCc3ccc(OC)c(OC)c3)C1=CCC(C)(C)C2,i,-7%

(continued)
SMILES,pAkt inh,Abeta yeast res
Cn1cnc(CCNC(=O)C[C@H]2CC[C@@H]3[C@H](COC[C@H](O)CN3C(=O)C3CCCC3)O2)c1,i,-9%
CCOC(=O)C1C(C)C(C(C)(C)C)N(S(=O)(=O)c2ccc(C)cc2)C1c1ccccc1 (stereo unspecified),i,-1%
COC(=O)C[C@H]1CC[C@H](NC(=O)c2ccc(F)cc2)[C@@H](CO)O1,i,-1%
COC(=O)[C@@]12C[C@@H](CC(=O)NCCc3ccccc3OC)C(=O)N(Cc3ccco3)C1=CCC(C)(C)C2,i,-7%
COCC(=O)N[C@H]1C=C[C@@H](CC(=O)OC)O[C@@H]1CO,i,0%
Cc1cc2c(cc1C)-n1nnnc1C(N1CCN(CC(=O)N3CCCC3)CC1)C(=O)N2 (stereo unspecified),i,7%
COC(=O)/C=C1\OCc2c(F)cccc21,i,-2%
O=C(C[C@@H]1CC[C@@H]2[C@H](COC[C@H](O)CN2C(=O)Nc2ccc(F)cc2)O1)NCCc1ccncc1,i,-16%
O=C(NCc1ccccc1)C(c1cc2ccccc2o1)n1c(=O)c(-c2ccccc2)nc2ccccc21 (stereo unspecified),i,3%
CC1(C(=O)Nc2ccc3c(c2)OCCO3)CSCC(=O)N1CC(F)(F)F (stereo unspecified),i,-15%
CCCCCNC(=O)C(c1cc2ccccc2o1)n1c(=O)c(-c2ccccc2)nc2ccccc21 (stereo unspecified),i,-4%
COC(=O)C[C@@H]1C=C[C@H](NC(=O)Nc2ccc(OC)cc2)[C@@H](CO)O1,i,-4%

(listing goes on)
SMILES,pAkt inh,Abeta yeast res
Cc1cc(C)c2cc(C#N)c(NCCNC(=O)c3ccncc3)nc2c1,i,-2%
COC(=O)[C@@]12C[C@@H](CC(=O)NCC3CCCCC3)C(=O)N(CCc3ccc(OC)c(OC)c3)C1=CCC(C)(C)C2,i,-3%
Cc1ccc(S(=O)(=O)N2[C@H](CC(=O)c3ccccc3)OC[C@@H]2C(C)C)cc1,i,-10%
CCCCCCCCN1C(=O)[C@H](CC(=O)NCC2CCCCC2)C[C@@]2(C(=O)OC)CC(C)(C)CC=C12,i,11%
O=C(NCc1ccccc1)C1C(c2ccccc2)=Nc2ccccc2N1C(=O)c1cnccn1 (stereo unspecified),i,3%
CCNC(=O)C[C@@H]1CC[C@H]2[C@@H](COC[C@H](O)CN2C(=O)C2CC2)O1,i,-10%
Cc1ccc(S(=O)(=O)N[C@H](CNCc2ccccc2)C(C)C)cc1,i,5%
c1ccc(C[C@H]2COc3c4ccccc4nn32)cc1,i,8%
C=CCC(NC(=O)N(C)C)(C(=O)OC)C(C)O (stereo unspecified),i,-8%
CC1(C(=O)NCc2ccccc2)CN(S(C)(=O)=O)CC(=O)N1C1CC1 (stereo unspecified),i,-8%
CCCCCNC(=O)C(c1cccc2ccccc12)n1c(=O)c(-c2ccccc2)nc2ccccc21 (stereo unspecified),i,15%
COC(=O)[C@@]12C[C@@H](CC(=O)NCc3ccc(OC)c(OC)c3)C(=O)N(Cc3cccc4ccccc34)C1=CCC(C)(C)C2,i,9%
COC(=O)[C@@]12C[C@@H](CC(=O)NCc3ccc(OC)c(OC)c3)C(=O)N(CCc3ccc(OC)c(OC)c3)C1=CCC(C)(C)C2,i,-12%
Cc1cccc(N2CCN(C3C(=O)Nc4ccccc4-n4nnnc43)CC2)c1C (stereo unspecified),i,?
CCCNC(=O)N1C[C@H](O)COC[C@H]2O[C@@H](CC(=O)N[C@@H]3CCN(Cc4ccccc4)C3)CC[C@@H]21,i,-11%

These rows are one share of the data; count on the stated rates, not on these rows.
